# Source: PubChem (several laboratories)
# ADAM10 inh = human ADAM10 inhibitors, primary screen, biochemical, QFRET, HTS | recombinant ADAM10, EDANS/DABCYL FRET peptide cleavage, 3 h | inhibition, % at 7 µM | 370,000 tested, 0.62% active;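 active = inhibition above a per-campaign cutoff equal to the mean of compounds falling between control-based bounds plus 3 SD, cut at about 20% in these data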;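 also: 0% = DMSO wells while the 100% control is not disclosed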
# Target sequence (O14672 214-748 limits assumed): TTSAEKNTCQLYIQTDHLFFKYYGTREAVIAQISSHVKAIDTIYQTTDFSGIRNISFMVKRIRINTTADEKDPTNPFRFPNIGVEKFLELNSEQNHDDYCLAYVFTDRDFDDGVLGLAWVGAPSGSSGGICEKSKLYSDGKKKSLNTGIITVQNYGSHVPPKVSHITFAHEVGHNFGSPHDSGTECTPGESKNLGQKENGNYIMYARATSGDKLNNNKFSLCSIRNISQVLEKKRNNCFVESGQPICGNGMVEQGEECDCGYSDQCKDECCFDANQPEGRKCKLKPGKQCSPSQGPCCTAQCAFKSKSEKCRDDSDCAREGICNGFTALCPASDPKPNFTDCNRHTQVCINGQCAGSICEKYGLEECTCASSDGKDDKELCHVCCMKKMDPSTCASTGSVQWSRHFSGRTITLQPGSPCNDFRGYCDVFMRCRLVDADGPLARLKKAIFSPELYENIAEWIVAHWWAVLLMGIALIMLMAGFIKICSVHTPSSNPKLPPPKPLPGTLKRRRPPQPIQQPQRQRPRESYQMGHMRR
# hcDAF12 agonist = H. contortus DAF-12 nuclear receptor activators, primary screen, cell-based, luminescence, HEK293, lit1-tk-luc reporter; 370,000 tested, 1.4% active; HEK293 hcDAF-12 lit1-tk-luc reporter; 0% DMSO, 100% Δ7-dafachronic acid; activation, % at 6.8 µM; AID 652067, 2013;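 active = activation above the mean of all tested compounds plus 3 SD, cut at about 5.5% in these data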;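 also: 100% = response to 3 µM Δ7-dafachronic acid high control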
# GAA850 FXN act = FXN promoter activators, primary screen, cell-based, luciferase luminescence, HEK293 lucGAA850 | 360,000 tested, 0.56% active | activation, % at 6 µM | HEK293 lucGAA850 FXN promoter luciferase reporter, 24 h; percent of 10 µM SAHA response | AID 540364, 2011;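 active = activation above the average of all compounds screened plus 3 SD, cutoff fixed separately per campaign, cut at about 7.5% in these data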;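 also: 0% = DMSO wells and 100% = 10 µM SAHA wells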
# GC-B act = human GC-B receptor activators, primary screen, HEK293 GC-B cells, cGMP TR-FRET, EC30 CNP; 370,000 tested, 0.11% active; Atrial natriuretic peptide receptor 2 (Homo sapiens), P20594; activation, % at 10 µM; 0% at EC30 CNP, 100% saturating CNP;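 active = activation at 10 µM reaching about 35% in either raw or pattern-adjusted values, limit read from the data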
# SMARCA2 activ = SMARCA2 (BRM) function activators, primary screen, cell-based, luminescence, high throughput; MG213 cells, MMTV-luciferase reporter, dexamethasone, overnight; activation, % at 9.1 µM; 370,000 tested, 1% active; AID 652017, 2013; in the data active = activation above about 7.8%;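 also: 0% = vehicle wells and 100% = reference activator wells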
# HGIII-sPLA2 inh = human group III sPLA2 inhibitors, primary screen, biochemical, QFRET, BODIPY PC-A2 liposome substrate | QFRET BODIPY PC-A2 liposome hydrolysis, fluorescence | inhibition, % at 12.2 µM | 370,000 tested, 0.56% active;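 active = inhibition above mean plus 3 SD of compounds lying within the high and low control bounds, cut at about 19% in these data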;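 also: 0% = median of test compound wells and 100% = no enzyme DMSO wells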
# Target sequence (Q9NZ20 whole entry, looked up): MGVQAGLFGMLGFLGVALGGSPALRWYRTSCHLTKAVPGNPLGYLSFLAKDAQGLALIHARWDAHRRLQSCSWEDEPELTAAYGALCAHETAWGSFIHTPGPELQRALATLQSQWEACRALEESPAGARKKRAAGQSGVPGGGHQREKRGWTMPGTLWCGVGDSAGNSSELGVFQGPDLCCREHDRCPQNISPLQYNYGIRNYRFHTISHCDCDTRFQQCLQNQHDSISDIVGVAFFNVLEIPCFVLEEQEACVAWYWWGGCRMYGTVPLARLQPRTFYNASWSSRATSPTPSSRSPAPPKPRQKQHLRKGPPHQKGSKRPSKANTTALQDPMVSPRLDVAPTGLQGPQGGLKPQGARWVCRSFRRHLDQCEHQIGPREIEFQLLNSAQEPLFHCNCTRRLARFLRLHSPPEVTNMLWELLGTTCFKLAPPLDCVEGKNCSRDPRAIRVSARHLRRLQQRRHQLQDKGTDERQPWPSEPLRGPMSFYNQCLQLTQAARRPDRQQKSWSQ
# DAX1 inh-1 = DAX1 (NR0B1) inhibitors, primary screen, cell-based, HEK293, Gal4-DAX1, luciferase luminescence; HEK293 Gal4-DAX1 luciferase reporter; Nuclear receptor subfamily 0 group B member 1 (Homo sapiens), P51843; AID 504766, 2011; 340,000 tested, 0.99% active; inhibition, % at 6.75 µM;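 active = inhibition above the mean over all tested compounds plus 3 SD, cut at about 4.2% in these data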;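 also: 0% = DAX1-transfected cells with DMSO and 100% = empty-vector control cells with DMSO; inhibition shows as a rise in luminescence from relieved DAX1 repression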
# hgDAF-12 ag = H. glycines DAF-12 receptor agonists, primary screen, cell-based, luminescence, HEK293, GAL4 fusion, UAS-luciferase; HEK293 GAL4-hgDAF12 UAS-luciferase reporter, agonist luminescence; normalized to butyrate control; AID 687014, 2013; Nuclear hormone receptor DAF-12 (Heterodera glycines), GAL4 fusion; activation, % at 6.8 µM; 370,000 tested, 1.8% active;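 active = activation above a cutoff set at the mean of all screened compounds plus 3 SD, cut at about 10% in these data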;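 also: 0% = DMSO wells and 100% = sodium butyrate wells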
# GC-A act = GC-A stimulated cGMP production enhancers – HEK293 GC-A cells, cGMP TR-FRET, EC30 ANP, primary screen | activation, % at 10 µM | 0% at EC30 ANP, 100% saturating ANP | 370,000 tested, 0.14% active | Atrial natriuretic peptide receptor 1 (Homo sapiens), P16066; in the data active = activation above about 40%
# DAX1 inh-2 = DAX1 (NR0B1) inhibitors on StAR promoter, primary screen, cell-based, luminescence, SF-1 (NR5A1), full-length DAX-1. 370,000 tested, 1.1% active. AID 652010, 2013. HEK293T StAR-luciferase reporter, SF-1/DAX-1 repression relief. inhibition, % at 6.8 µM;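 active = inhibition above the mean over all tested compounds plus 3 SD, cut at about 3.6% in these data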;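 also: 0% = DAX-1 cells with DMSO and 100% = cells lacking DAX-1 with DMSO; higher inhibition means more luminescence from relief of DAX-1 repression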
# ssDAF12 agonist = S. stercoralis DAF-12 nuclear receptor activators, primary screen, cell-based, luminescence, HEK293, GRIP1 co-expression, lit1-tk-luc; Nuclear hormone receptor DAF-12 (Strongyloides stercoralis); HEK293 ssDAF-12/GRIP1 lit1-tk-luc reporter; % of 3 µM dafachronic acid response; activation, % at 6.8 µM; 370,000 tested, 1% active; AID 652126, 2013;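 active = activation above the mean over all tested compounds plus 3 SD, cut at about 0.9% in these data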;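 also: 0% = DMSO-only wells and 100% = 3 µM delta7-dafachronic acid wells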
# Numbers without * were called inactive; x = no result given.
item	compound	ADAM10 inh	hcDAF12 agonist	GAA850 FXN act	GC-B act	SMARCA2 activ	HGIII-sPLA2 inh	DAX1 inh-1	hgDAF-12 ag	GC-A act	DAX1 inh-2	ssDAF12 agonist
1	Cc1ccc(C)c(NC(=S)NNC(=O)c2ccc(Br)o2)c1	11.2	-1.3	-0.8	4.0	4.1	15.7	0.5	1.9	-0.5	0.2	-1.6
2	FC(F)Sc1ccc(NC(=S)N2CCN(c3ccccn3)CC2)cc1	7.9	-1.8	0.0	0.4	-1.4	5.7	0.8	0.5	6.1	-0.3	-1.2
3	O=C(c1cc(F)ccc1F)N(Cc1ccccn1)CC1CCCO1 (configuration not stated)	-1.6	-1.3	x	3.6	-1.6	5.6	x	0.6	2.3	-0.5	-1.9
4	Cc1cccc(C)c1N1C(=O)CC(N(O)c2ccccc2)C1=O (configuration not stated)	-1.1	-0.6	1.5	0.3	-4.7	8.7	1.5	0.3	3.5	-0.6	-1.6
5	Cc1ccc(NC(=S)N(CCCN2CCN(C)CC2)Cc2cccs2)cc1	-15.0	-1.8	1.8	1.8	-2.1	9.1	0.1	-1.5	-5.0	-0.3	-1.2
6	Fc1ccc(CSc2nnc(CN3CCOCC3)n2-c2ccccc2)c(Cl)c1	-10.7	-1.9	-1.6	-5.9	-0.1	-2.5	0.7	-0.6	-6.7	0.1	-1.9
7	COc1ccc(OC)c(NC(=O)C2CCCN(S(C)(=O)=O)C2)c1 (configuration not stated)	2.7	-2.0	0.4	-4.1	-1.9	8.3	0.9	-1.7	2.4	-0.5	0.2
8	CCCC1=Nc2cc(C(=O)NCCCOC(C)C)ccc2Sc2ccccc21	21.4*	-1.6	-2.3	0.0	-1.4	-29.9	-2.0	-2.0	4.1	-1.9	-1.3
9	CC(C)(C)S(=O)N1C[C@@H]2CC(=O)C(c3ccccc3)=C2[C@H]1CCO (some centres not stated)	-13.8	-0.5	x	-5.6	-4.1	5.3	x	-1.8	-4.6	-0.7	-1.5
10	CC[C@]1(C(=O)OC)[C@H]2C(=O)N(Cc3ccccc3)C(=O)[C@H]2[C@H]2CN=C(SCc3ccccc3)N21	-2.0	-0.1	15.5*	-1.4	-4.0	-2.4	-0.5	0.7	-2.9	-1.3	-0.5
11	c1ccc(C[n+]2c(-c3ccccc3)csc2Nc2ccccc2)cc1	-5.8	2.5	-0.8	-0.6	2.3	-3.6	3.0	8.2	-6.3	1.8	0.3
12	Cn1cc(CN2CCC(C(O)c3cccs3)CC2)c(-c2ccccc2F)n1 (configuration not stated)	-7.3	-0.3	0.8	-2.5	-2.0	4.6	1.0	-3.2	-3.8	0.1	-1.6
13	CC(=O)O/N=C(/C)c1ncc(C(F)(F)F)cc1N1CCOCC1	-84.9	-0.3	0.2	1.9	-5.0	0.8	0.2	-0.4	-0.6	-0.9	-1.4
14	Cc1cc(=O)n2c(-c3ccc(Cl)cc3)csc2n1	-3.9	-1.4	1.2	-0.5	-2.3	1.3	1.7	-0.8	3.1	0.3	-1.7
15	COCCCn1c(SCC(=O)OC2CCCCC2)nnc1-c1cccs1	-0.3	-0.1	0.9	-0.4	-3.4	-1.0	0.8	0.6	-1.4	0.5	-0.3
16	CCOc1cc(C(=O)N=c2sccn2C)cc(Br)c1OC	-5.5	-4.1	-1.0	-3.1	2.4	-1.1	-0.5	-1.3	-4.4	-4.4	-1.4
17	CCCCN(CCCC)C(=S)N/N=C/c1c(C)[nH]n(-c2ccccc2)c1=O	-4.6	0.6	-1.9	7.0	-3.1	11.2	3.4	2.1	-5.5	-0.4	-0.8
18	COC(=O)c1ccc(C)c(NC(=O)C2CC(=O)N(C3CCCC(C)C3C)C2)c1 (configuration not stated)	0.9	-1.0	-0.6	-4.5	-3.2	-12.1	-0.8	0.0	-1.7	-2.1	-1.5
19	CCC(O)C1CCN(C(=O)c2ccc(OC3CCN(Cc4ccccn4)CC3)cc2)CC1 (configuration not stated)	-8.3	0.5	0.5	0.2	-0.1	-4.0	0.7	0.1	4.0	1.0	-1.4
20	O=C(CN1CCC(Cc2ccccc2)CC1)NC(=O)NCc1ccco1	5.1	0.4	0.6	7.5	-1.3	-13.1	-1.5	-0.1	3.0	-0.5	-1.0
21	Cn1c(SCC(=O)c2ccccc2)nnc1-c1ccccn1	0.8	1.6	3.3	1.7	-4.4	-12.9	0.7	2.9	2.9	0.4	-0.4
22	CC(C)(C)NC(=O)CSc1nc(-c2ccccc2)c(-c2ccccc2)[nH]1	1.2	-1.3	0.5	-15.3	3.2	-0.5	-1.1	-0.2	-21.0	-0.1	-1.7
23	COc1cccc(OCc2nnc(SCC(=O)NCc3ccco3)n2CCc2ccccc2)c1	-0.4	-2.0	1.5	-10.1	-2.8	-17.8	-0.8	-1.7	-6.0	-0.4	-1.5
24	CCc1c(C)nc2ncnn2c1N1CCC(C(=O)NCc2cccs2)CC1	-9.1	-3.1	-1.2	3.9	-1.1	-0.1	-0.1	-3.5	-1.7	-1.0	-1.9
25	Cc1ccc(C(=O)CSc2nnc(C)s2)cc1	-3.8	2.5	4.9	2.0	4.8	-29.0	0.7	6.0	2.2	1.2	-0.3

# Brought forward from above: two compounds, then new ones.
item	compound	ADAM10 inh	hcDAF12 agonist	GAA850 FXN act	GC-B act	SMARCA2 activ	HGIII-sPLA2 inh	DAX1 inh-1	hgDAF-12 ag	GC-A act	DAX1 inh-2	ssDAF12 agonist
24	CCc1c(C)nc2ncnn2c1N1CCC(C(=O)NCc2cccs2)CC1	-9.1	-3.1	-1.2	3.9	-1.1	-0.1	-0.1	-3.5	-1.7	-1.0	-1.9
25	Cc1ccc(C(=O)CSc2nnc(C)s2)cc1	-3.8	2.5	4.9	2.0	4.8	-29.0	0.7	6.0	2.2	1.2	-0.3
26	COc1ccc(/C=N/n2cnn(Cc3ccccc3Cl)c2=S)cc1	1.6	1.0	0.5	2.0	1.3	-0.4	0.2	-1.2	7.2	-0.7	-1.2
27	CC(C)NC(=O)NC(=O)COC(=O)C1(C)CC1(Cl)Cl (configuration not stated)	10.9	-0.2	1.1	-2.7	4.0	0.9	0.7	-0.5	-0.3	0.6	-1.6
28	COc1ccc(C=NCC2COc3ccccc3O2)cc1OC (configuration not stated)	2.2	2.6	1.3	3.6	4.4	-0.6	0.4	-0.7	4.2	0.3	-1.0
29	CCc1ccc(NC(=O)C2CCN(S(=O)(=O)c3c(C)noc3/C=C/N(C)C)CC2)cc1	0.6	-0.3	-2.7	1.7	-2.2	0.7	0.6	0.1	0.2	0.3	-0.9
30	COc1ccc(S(=O)(=O)N2CCC(C(=O)N3CCCCC3)CC2)cc1	1.6	0.4	1.1	1.1	-2.7	-3.5	1.1	-2.2	2.1	-0.4	-1.7
31	O=C(NCc1ccccc1)Nc1cccn(Cc2ccc(F)cc2)c1=O	-44.2	-3.6	0.3	-1.3	-2.7	-4.0	-0.3	-2.4	-1.6	-1.1	-1.9
32	COc1ccc(C(CC(=O)NCc2ccccc2)Sc2n[nH]c(-c3ccccc3)n2)cc1 (configuration not stated)	3.7	-1.0	-1.5	-3.7	1.1	-5.4	-0.7	0.3	-4.0	-0.4	-1.4
33	CCOC(=O)C1=NN(c2ccc(F)cc2)C2=NC(C)=C(C(=O)OC)C(c3cccs3)N12 (configuration not stated)	2.8	1.9	1.5	-4.8	8.8*	-1.8	-0.1	-0.2	-4.2	-0.3	-0.3
34	COc1ccc(Cl)cc1S(=O)(=O)N1CCCC(C(=O)NCCc2ccccc2)C1 (configuration not stated)	2.4	-2.5	0.1	0.0	-3.8	-1.7	0.4	-1.4	-7.2	-1.3	-1.7
35	COc1ccc(CCNC(=O)C2CCCN(S(C)(=O)=O)C2)cc1OC (configuration not stated)	2.6	1.2	3.4	2.5	-2.4	6.8	-0.9	2.0	1.6	0.1	-0.5
36	COC(=O)CSC1=C(C#N)C(c2ccccc2OC)C(C(=O)OC)C(=O)N1 (configuration not stated)	-9.2	-1.9	1.4	-1.8	1.6	1.7	0.4	-1.8	0.5	0.1	-0.5
37	Cc1c(C(=O)N2CCCCC2)sc(NC(=O)C(C)C)c1C#N	-6.6	0.0	-0.2	-6.0	-1.6	7.7	-0.8	-0.8	-2.9	0.3	-1.3
38	CNC(=O)C1C2C=CC3(O2)C1C(=O)N(C1CC1)C3C(=O)NCc1ccc(OC)cc1 (configuration not stated)	-5.3	-0.8	0.5	5.8	-1.3	-0.9	-0.1	1.8	-1.6	-0.4	-1.0
39	CCC/C=C/c1ccc(CN2C(C(C)C)C(=O)N(Cc3cn(CCC4OCCCO4)nn3)CCS2(=O)=O)cc1 (configuration not stated)	-5.4	-1.6	0.6	5.8	-1.1	-24.4	0.0	-2.5	1.1	-0.2	-0.6
40	O=C(COC(=O)/C=C/c1ccccc1)Nc1ccccc1Br	-4.3	1.1	1.8	-1.9	-1.2	3.9	1.4	4.4	6.4	0.1	-1.7
41	COC(=O)c1ccc(Sc2ccc(Cl)cc2)c(N)c1	-216.6	-1.6	1.8	17.9	-2.1	-4.8	-0.9	6.6	4.7	-1.1	-1.2
42	Cc1ccc(NC(=O)c2nc[nH]c2C(=O)N2CCC(C)CC2)cc1	2.7	-1.9	-3.1	-9.9	-1.3	-2.6	1.2	0.5	-2.2	0.3	-0.9
43	CCC(C(=O)N1CCN(S(=O)(=O)c2sc(C(=O)O)c(C)c2C(=O)O)CC1)c1ccccc1 (configuration not stated)	-12.9	-0.4	0.2	-1.9	-0.8	11.7	1.1	-0.9	-2.5	0.9	-1.1
44	CCOc1c(OC)cc(C2C(C#N)=C(N)Oc3n[nH]c(-c4ccncc4)c32)cc1OC (configuration not stated)	0.9	-2.3	-1.9	-3.1	2.2	2.1	-0.4	-1.5	0.3	0.3	-0.3
45	CCC12CN3CC(CC)(CN(C1)C31C(=O)N(C)c3ccc(C)cc31)C2=O (configuration not stated)	2.0	3.8	-2.0	0.7	-0.8	7.1	-0.5	0.0	0.1	0.9	-0.7
46	COc1ccc(C(=O)c2ccc(OC)c(OC)c2)cc1OC	7.1	-2.0	0.2	4.5	-1.4	4.2	-0.5	2.8	1.2	-0.6	-1.2
47	COc1cc(/C=C2\SC(=S)N(N3CCOCC3)C2=O)cc(OC)c1OC	7.1	1.3	0.4	0.3	7.5	-1.7	-0.7	5.4	-0.2	0.5	-1.2
